GLP-1R agonist = GLP-1 receptor (human) agonism | HEK293 GLP-1R CRE-luciferase, luminescence, 4-6 h; cells express a hypersensitive GLP-1R form | Potency, µM (highest dose often 45.6 µM), inactives show top-dose activation, hits mostly activators | 380,000 tested, 0.007% active | AID 624172; also: % of control where 0% means no effect
Target sequence (P43220 whole entry, looked up): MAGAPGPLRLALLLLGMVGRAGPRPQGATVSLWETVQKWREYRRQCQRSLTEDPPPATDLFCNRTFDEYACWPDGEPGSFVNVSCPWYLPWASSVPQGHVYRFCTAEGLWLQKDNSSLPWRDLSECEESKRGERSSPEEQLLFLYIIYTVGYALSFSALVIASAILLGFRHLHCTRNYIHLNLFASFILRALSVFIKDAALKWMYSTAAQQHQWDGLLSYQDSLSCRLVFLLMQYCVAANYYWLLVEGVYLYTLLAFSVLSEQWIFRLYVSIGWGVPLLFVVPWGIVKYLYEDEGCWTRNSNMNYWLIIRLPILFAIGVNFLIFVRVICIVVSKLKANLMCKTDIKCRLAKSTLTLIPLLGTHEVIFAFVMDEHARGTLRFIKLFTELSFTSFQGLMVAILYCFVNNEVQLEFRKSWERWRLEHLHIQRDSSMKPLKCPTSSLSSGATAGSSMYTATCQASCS
HT1080-NT tox = kills 2HG-producing HT-1080-NT fibrosarcoma cells. HT-1080-NT fibrosarcoma viability, CellTiter-Glo ATP luminescence, 48 h. 360,000 tested, 1.6% active. Potency, µM (series often up to 46.1 µM), for inactives: at the highest dose activity, negative = less viability, most hits filed as cytotoxic;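 also: NT is the 2HG producing partner of a matched IDH1 knockdown line; 0% = DMSO-treated cells and -100% = media-only wells without cells; nearly all actives have a fitted effect of over 55% in size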
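HT-1080-NT fibrosarcoma cells (2HG-overproducing), 750 cells/well in RPMI with 5% FBS, dosed after 2 h and incubated 48 h at 37C. CellTiter-Glo luminescence normalized to DMSO and no-cell wells; concentration-response curves fitted and classed.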
GLP1R inv ag = GLP-1 receptor (human) inverse agonism | P43220 | AID 624417 | HEK293 GLP-1R CRE-luciferase, luminescence, 24 h; GLP-1R form is constitutively active | Potency, µM (top dose mostly 38.3 µM), without a hit: at the highest dose activity change, negative = inhibition, most hits filed as inhibitors | 410,000 tested, 1.6% active; also: % is scaled to controls: 0 for no effect and ±100 for the full control effect; nearly all actives have a fitted effect of over 55% in size
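Seeding at 200 cells/uL, 12 h culture, 24 hr compound treatment, then luciferase reagent and a luminescence read; cells are HEK293 stably expressing a constitutively active GLP-1R plus cAMP-responsive luciferase.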
TDP-43 yeast inh = rescues yeast growth from TDP-43 toxicity | TDP-43 expressing yeast growth rescue, BacTiter-Glo, 24 h | Potency, µM (top dose mostly 46.1 µM), for inactives: at the highest dose growth rescue (activation), most hits filed as activators | AID 652104 | 410,000 tested, 1.8% active; also: % of control where 0% means no effect; nearly all actives have a fitted effect of over 50% in size
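In this qHTS, compounds that restore growth of yeast expressing TDP-43 appear as activators. Cells (OD600=0.02, galactose medium, raffinose-pregrown) are incubated with compound 24 hr at 30 deg C and growth is quantified by BacTiter-Glo.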
HT1080 IDH1KD tx = kills HT-1080 cells with IDH1 knockdown | Potency, µM (titrated, usually from 46.1 µM), for the others: top-dose activity, negative = toxicity, hits mostly cytotoxic | AID 686971 | HT-1080 IDH1 knockdown viability, ATP luminescence, 48 h | 360,000 tested, 2% active;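 also: 0% = DMSO wells and -100% = cell-free medium wells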
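Using the IDH1-knockdown HT-1080 line run in the same batch and compound series as the NT line, viability after 48 h at 37 °C was determined by CellTiter-Glo luminescence and expressed as % activity.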
KB-3-1 cytotox = kills parental KB-3-1 adenocarcinoma cells; AID 1347075; KB-3-1 viability, CellTiter-Glo ATP luminescence, 72 h; 400,000 tested, 1.4% active; Potency, µM (doses to about 46.1 µM), for inactives: top-dose activity change, negative = cytotoxic, actives largely listed as cytotoxic; also: % is scaled to controls: 0 for no effect and ±100 for the full control effect; nearly all actives have a fitted effect of over 60% in size
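Screening of KB-3-1 cells (DMEM, 10% FBS, phenol-red free) ran from lowest to highest compound concentration; after 72 h at 37 °C viability was read luminescently and curves fitted.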
SW480 rerep = DNA re-replication induction in SW480 cells | 340,000 tested, 1.8% active | SW480 DNA re-replication, Hoechst DNA content imaging, 48 h | Potency, µM (doses to about 46.1 µM), without a hit: at the top dose re-replication activation, actives largely listed as activators; also: % of control where 0% means no effect; nearly all actives have a fitted effect of over 55% in size
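DNA re-replication was detected as more nuclei of elevated Hoechst intensity after 48 hr exposure to compound (23 nL pinned per well of 250 cells).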
KB-V1 MDR tox = KB-V1 MDR subline cytotoxicity; KB-V1 MDR cells viability, CellTiter-Glo, 72 h; Potency, µM (top dose mostly 46.1 µM), inactives show at the highest dose activity change, negative = cytotoxicity, actives largely listed as cytotoxic; 400,000 tested, 3.4% active; AID 1347076; also: % is scaled to controls: 0 for no effect and ±100 for the full control effect; nearly all actives have a fitted effect of over 60% in size
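Cytotoxicity toward P-gp-expressing KB-V1 cells was determined as loss of CellTiter-Glo luminescence after 72 h at 37 degrees C. Compounds were tested in quantitative HTS format across a concentration range, with curves fitted to normalized data.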
HEK293 tox = cytotoxic in the GLP-1 receptor inverse agonist counter-screen | HEK293 cAMP-luciferase reporter cells, luminescence, 24 h | Potency, µM (titrated, usually from 38.3 µM), for inactives: top-dose activity change, negative = inhibition, usual class: inhibitors | 410,000 tested, 0.13% active;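 also: loss of luciferase light is scored as toxicity; % is scaled to controls: 0 for no effect and ±100 for the full control effect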
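Seeding density was 200 cells/uL; after overnight-length (12 h) culture, 23 nL compounds went on for 24 h at 37 °C. Readout used a luciferase detection reagent, luminescence taken after 12 min at room temperature.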
* hit, by the source's call; ? = inconclusive; nt = no result given; [ ] = another dose, or the depositor's remark. Calls follow the shape of the dose curve; as a rule, active = well fitted curve in the direction sought with a large enough effect; inconclusive = small, poorly fitted or top-dose-only effect, or another doubt; inactive = no such curve, though single readings can be large; an effect the other way counts as inactive or inconclusive. Potency is read from the fitted curve at half-maximal effect. This is a random part of the collection. About 9.4% of those tested had a hit in this group.

1) Cc1cc(OCCCCCn2ccnc2)cc(C)c1Cl
2) CC(C)(C)c1cc(CCC(=O)NN)cc(C(C)(C)C)c1O
3) CCN(CC)CCN(C(=O)c1ccccc1OC)c1nc2ccc(F)cc2s1
4) O=C(Nc1ccc(Cl)cc1)c1cc(-c2cccs2)on1
5) COC(=O)CCCC1=CC2=CC(=O)C(C)(OC(=O)c3cccs3)C(=O)C2=CN1C1CC1 (configuration not stated)
6) Cc1ccc(CCNC(=O)C2CCCN(S(=O)(=O)c3cnc[nH]3)C2)cc1 (configuration not stated)
7) CCCc1cc(=O)[nH]c(SCCOc2ccc(Cl)cc2)n1
8) O=C(NCCc1cccc(F)c1)C1CCN(S(=O)(=O)c2ccccc2)CC1

Compound | 1 | 2 | 3 | 4 | 5 | 6 | 7 | 8
GLP1R inv ag | ? | 1.2% | ? | 10.3% | 4.3% | -8.5% | 7.0% | -18.5%
KB-V1 MDR tox | ? | -5.0% | ? | ? | 50.0% | ? | 7.5% | -16.6%
SW480 rerep | 0.7% | 1.6% | 1.6% | -1.0% | -28.2%[9.22 µM] | 2.6% | 13.6% | -17.8%
HEK293 tox | -20.3% | 2.7% | -26.3% | ? | -10.2% | 7.1% | 5.9% | 0.1%
GLP-1R agonist | 20.9% | 8.7% | 7.0% | -1.4% | 10.6% | -6.0% | 5.4% | 6.2%
KB-3-1 cytotox | -11.2% | -4.1% | 1.6% | 7.2% | 3.0% | 6.2% | 1.0% | 1.3%
HT1080 IDH1KD tx | ? | -1.6% | -11.4% | -4.6% | 1.1% | 5.6% | -6.3% | 0.7%
HT1080-NT tox | ? | 0.8% | -8.1% | -1.8% | 8.8% | 0.0% | -2.9% | -6.3%
TDP-43 yeast inh | -19.8%[1.82 µM] | 17.7%[9.22 µM] | 8.8% | 7.2% | 1.0% | 18.0% | -8.1% | 0.0%

9) COc1cccc(N2CCN(c3ccc4nnc(CCC(=O)Nc5ccc(F)cc5)n4n3)CC2)c1
10) S=C1SCCCN1Cc1ccc(Cl)cc1
11) COc1ccc(Nc2nc(N(C)c3ccccc3)nc(N)c2[N+](=O)[O-])cc1
12) CN(C)c1nc(Nc2ccc(Cl)cc2)nc(OCC#N)n1
13) CS(=O)(=O)Nc1cccc(C(=O)OCCCOc2ccc(F)cc2)c1
14) C=CCn1cc(C(=O)OC)c(=O)c2cc(S(=O)(=O)N(CC)CC)ccc21
15) CCC(CC)C(=O)N(C)c1c(C)nc2c(OCc3ccc(F)c(F)c3)cccn12
16) CS(=O)(=O)N1CCCC(C(=O)NCc2ccc(F)cc2Cl)C1 (configuration not stated)

Compound | 9 | 10 | 11 | 12 | 13 | 14 | 15 | 16
GLP1R inv ag | -3.4% | -8.9% | 71.6%[activator] | -9.4% | ? | -12.6% | -29.0% | 3.0%
KB-V1 MDR tox | -13.2% | -17.5% | -5.1% | ? | -15.8% | 17.9% | 1.7% | 1.9%
SW480 rerep | -2.4% | nt | -6.5% | -0.4% | 0.5% | -9.9% | nt | -2.1%
HEK293 tox | -4.1% | 4.0% | 71.5%[activator] | 0.0% | 10.1% | -27.6% | 0.4% | -21.1%
GLP-1R agonist | -1.4% | 0.1% | 25.0% | 16.1% | 6.4% | 0.0% | 10.6% | 2.5%
KB-3-1 cytotox | -13.7% | -23.9% | 12.2% | ? | 8.9% | 18.7% | -0.1% | -8.5%
HT1080 IDH1KD tx | -0.4% | 4.0% | -0.6% | -18.2% | -23.4% | 0.0% | -15.4% | 4.0%
HT1080-NT tox | -3.8% | 0.4% | 2.7% | -17.4% | -18.2% | 0.1% | -20.3% | 3.7%
TDP-43 yeast inh | -16.9% | 11.2µM* | -9.1% | 11.2µM* | 6.9% | -1.2% | 5.2% | -14.6%

17) CCOC(=O)c1c(C)[nH]c(=S)c(C#N)c1-c1ccc(Cl)cc1
18) FC(F)(F)c1cc(Cl)c2nc(-c3cccc(Cl)c3)c(Cc3cccc(Cl)c3)n2c1
19) CC1(C)CC(O)(CCNCc2ccc3c(c2)OCO3)CCO1 (configuration not stated)
20) COc1cccc(CC(=O)Nc2ccc3c(c2)c(=O)n(C)n3-c2ccc(C(C)(C)C)cc2)c1
21) Cc1ccccc1C(=O)N1CCN(c2ncnc3c2cnn3-c2ccccc2)CC1
22) Cn1nc(C(=O)NNC(=O)c2ccc(Cl)cc2)ccc1=O
23) CC1(c2nnc(-c3cccc(Cl)c3)o2)CC(c2ccc(Cl)cc2)=NO1 (configuration not stated)
24) CCC1C(=O)c2ccccc2N(C)C1=O (configuration not stated)

Compound | 17 | 18 | 19 | 20 | 21 | 22 | 23 | 24
GLP1R inv ag | 17.7% | -17.1% | ? | ? | 7.4% | 3.5% | -22.1% | 0.9%
KB-V1 MDR tox | 0.0% | 2.9% | 18.8% | 1.6% | ? | 0.0% | -15.3% | -23.2%
SW480 rerep | 0.3% | nt | -3.0% | nt | -2.7% | -4.6% | -4.6% | -1.5%
HEK293 tox | 0.2% | 4.3% | ? | -25.8% | -4.4% | -1.9% | 3.6% | 3.6%
GLP-1R agonist | -3.0% | -2.2% | -3.3% | -5.1% | -5.8% | -10.5% | 2.0% | 5.1%
KB-3-1 cytotox | 1.3% | -2.2% | 1.7% | -6.0% | ? | 4.8% | 11.8% | 4.0%
HT1080 IDH1KD tx | 8.8% | ? | 9.9% | -26.0% | -12.7% | 10.6% | 6.7% | 7.1%
HT1080-NT tox | 2.4% | 7.1% | 6.4% | ? | -12.8% | 4.6% | 8.4% | 11.2%
TDP-43 yeast inh | ? | 18.6% | 2.1% | 24.5% | 14.1µM* | 15.3% | 5.2% | -1.5%

25) O=C(N/N=C/c1cc(Br)cs1)C(O)c1ccccc1 (configuration not stated)
26) COc1ccc(-n2c(CNc3ccc(C)cc3)nnc2SCC(=O)Nc2nc(-c3ccccc3)cs2)cc1
27) COc1ccc([C@H]2CC(=O)C=C(c3ccc4ncccc4c3)C2)cc1
28) CC(NC(=O)CCNC(=O)N1CCn2c1nc1ccccc12)c1ccccc1 (configuration not stated)
29) CCOC(=O)c1c(C)[nH]c(C(=O)OCC(=O)Nc2cc(Cl)ccc2OC)c1C
30) O=C(Cc1cccc(NC(=O)C2CCN(C(=O)C3CCCCC3)CC2)c1)Nc1cccc(C(=O)N2CCOCC2)c1
31) Cc1ccc(S(=O)(=O)Nc2ccc(-c3cn4ccc(C)cc4n3)cc2)cc1
32) O=C(O)c1nc(-c2ccccc2)n(-c2cccc(C(F)(F)F)c2)n1

Compound | 25 | 26 | 27 | 28 | 29 | 30 | 31 | 32
GLP1R inv ag | -13.7% | 7.3% | -12.7% | 0.6% | 0.0% | 3.5% | -22.4% | 18.5%
KB-V1 MDR tox | 3.3% | -0.9% | -0.2% | 0.9% | 9.2µM* | 8.2% | 0.0% | -14.5%
SW480 rerep | 1.0% | ? | ? | -3.4% | ? | 18.5%[9.22 µM] | 0.731µM* | -1.9%
HEK293 tox | -0.4% | -8.6% | -9.1% | -5.2% | 1.5% | 1.5% | 1.5% | -0.1%
GLP-1R agonist | 10.7% | -5.1% | 29.0% | 2.1% | 0.9% | 0.9% | -1.4% | -1.4%
KB-3-1 cytotox | -12.1% | -7.5% | ? | ? | 0.6% | 0.0% | -2.9% | -4.8%
HT1080 IDH1KD tx | -18.7% | -1.1% | ? | 17.2% | ? | 1.7% | -3.0% | 14.6%
HT1080-NT tox | -22.7% | -2.2% | -24.2% | 3.2% | -18.6%[9.24 µM] | -0.3% | -15.7% | 4.7%
TDP-43 yeast inh | -2.3% | -26.7% | ? | -13.4% | -20.3% | -5.0% | -8.2% | 2.5%[9.22 µM]

33) Cn1nc(C(=O)NCC2CCCO2)c2ccccc2c1=O (configuration not stated)
34) CCn1c(SCC(=O)N2CCN(C(=O)c3ccco3)CC2)nnc1C(C)C
35) O=C(O)c1ccccc1NC(=S)NC(NC(=O)c1ccccc1[N+](=O)[O-])C(Cl)(Cl)Cl (configuration not stated)
36) COc1ccc(N2C(=O)NC3CC2(C)Oc2ccccc23)cc1OC (configuration not stated)
37) CCOC(=O)N1CCC(NC(=O)C(NS(=O)(=O)c2ccc3c(c2)CCN3C(C)=O)C(C)C)CC1 (configuration not stated)
38) O=C(CCC1CCCN(C(=O)c2ccoc2)C1)NCc1ccccc1F (configuration not stated)
39) O=C(c1ccc(N2C(=O)CCC2=O)cc1)N1CCOCC1

Compound | 33 | 34 | 35 | 36 | 37 | 38 | 39
GLP1R inv ag | 0.0% | 1.9% | 7.4% | -17.2% | 0.1% | 1.9% | -20.1%
KB-V1 MDR tox | -5.5% | ? | 2.3% | -9.1% | ? | -2.2% | -6.8%
SW480 rerep | 0.8% | -8.7% | -8.8% | ? | -4.4% | -3.0% | ?
HEK293 tox | 3.9% | 10.8% | 7.0% | -13.9% | 10.7% | -5.1% | 0.7%
GLP-1R agonist | 23.8% | 6.1% | -6.1% | 3.7% | -1.6% | 9.7% | -1.3%
KB-3-1 cytotox | -18.2% | -1.2% | -2.0% | ? | 5.3% | -1.3% | -9.6%
HT1080 IDH1KD tx | -2.5% | ? | -5.9% | ? | 13.9% | 5.1% | 21.5%
HT1080-NT tox | -4.8% | 17.1% | -2.8% | -23.5% | -1.2% | 12.9% | 11.6%
TDP-43 yeast inh | -1.0% | -10.1% | 20.3% | 5.4% | 0.0% | 16.1% | -9.2%

An excerpt of these results, as tab-separated lines:
nr	structure	GLP1R inv ag	KB-V1 MDR tox	SW480 rerep	HEK293 tox	GLP-1R agonist	KB-3-1 cytotox	HT1080 IDH1KD tx	HT1080-NT tox	TDP-43 yeast inh
33	Cn1nc(C(=O)NCC2CCCO2)c2ccccc2c1=O (configuration not stated)	0.0%	-5.5%	0.8%	3.9%	23.8%	-18.2%	-2.5%	-4.8%	-1.0%
39	O=C(c1ccc(N2C(=O)CCC2=O)cc1)N1CCOCC1	-20.1%	-6.8%	?	0.7%	-1.3%	-9.6%	21.5%	11.6%	-9.2%
34	CCn1c(SCC(=O)N2CCN(C(=O)c3ccco3)CC2)nnc1C(C)C	1.9%	?	-8.7%	10.8%	6.1%	-1.2%	?	17.1%	-10.1%

Screening data: PubChem BioAssay, National Center for Advancing Translational Sciences (NCATS)
